# KCNK9 block: blocks the human KCNK9 two-pore domain potassium channel; HEK293 KCNK9, FluxOR thallium flux fluorescence; hits give low values; B-score at 10 µM; Q9NPC2; hit rate 1.2% among 310,000;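 active = ratio B-score over 3 SD below the library mean, with starting fluorescence within 5 SD of its mean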;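 note: negative B-score means less thallium flux so channel inhibition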
# hERG protect: compounds protecting human hERG from proarrhythmic drug block; hit rate 0.51% among 310,000; CHO-hERG, FluxOR thallium flux, dofetilide IC70 present; Q12809; activation (rescue from dofetilide block), less the hit threshold, % at 10 µM;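 active = activation above the mean of controls blocked by dofetilide plus 5 SD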;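 note: thallium influx through hERG after potassium depolarization seen as dye fluorescence rise; in these data hits start at about 4.7%; inactives centre near -7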
# KCNQ1 act: human KCNQ1 channel potentiation or activation. AID 2648. hit rate 0.35% among 310,000. B-score at 10 µM. P51787. CHO-K1 KCNQ1, thallium flux FluxOR fluorescence; hits give high values;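 active = fluorescence ratio B-score, a plate-corrected score, at least three library SD, with initial intensity B-score within 5 SD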
#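 Schedule – 37 °C overnight plating, 90-min dark dye load, 20-min compound pretreatment · System – stable KCNQ1 CHO-K1 line · Probe or stimulus – thallium- and potassium-containing depolarizing buffer · Measured by – kinetic FluxOR fluorescence, 10 s baseline plus 110 s post-stimulus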
# Dyrk1A ADPGlo: Dyrk1A (rat) kinase inhibition | Q63470 | ADP-Glo luminescence, NFATc1 peptide | inhibition, % at 12.5 µM | hit rate 0.43% among 310,000; in the data active = inhibition above about 50%;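 note: plate controls were vehicle with enzyme for no effect and no enzyme for full effect; many of its hits are not listed in these tables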
# TRPC4 PAM: allosteric potentiators of mouse TRPC4 channel; hit rate 0.42% among 310,000; B-score at 10 µM; HEK293 TRPC4beta/mu-opioid, DAMGO EC20, Fluo-4 Ca2+ flux; hits give high values;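 active = B-score of calcium response area above 5 SD of library B-scores, with initial fluorescence ratio within 5 SD of library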;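 note: B-score of integrated fluorescence ratio over time as area under calcium response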
# KCNK3 inh: human KCNK3 channel inhibition, primary screen | O14649 | CHO-KCNK3 thallium flux, FluxOR fluorescence; hits give low values | B-score at 10 µM | hit rate 0.84% among 340,000 | AID 602410;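 active = B-score under library mean minus 4 SD, starting fluorescence ratio at most library mean plus 5 SD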;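 note: more negative B-score means stronger inhibition of thallium flux through KCNK3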
# Target sequence (O14649 whole entry, looked up): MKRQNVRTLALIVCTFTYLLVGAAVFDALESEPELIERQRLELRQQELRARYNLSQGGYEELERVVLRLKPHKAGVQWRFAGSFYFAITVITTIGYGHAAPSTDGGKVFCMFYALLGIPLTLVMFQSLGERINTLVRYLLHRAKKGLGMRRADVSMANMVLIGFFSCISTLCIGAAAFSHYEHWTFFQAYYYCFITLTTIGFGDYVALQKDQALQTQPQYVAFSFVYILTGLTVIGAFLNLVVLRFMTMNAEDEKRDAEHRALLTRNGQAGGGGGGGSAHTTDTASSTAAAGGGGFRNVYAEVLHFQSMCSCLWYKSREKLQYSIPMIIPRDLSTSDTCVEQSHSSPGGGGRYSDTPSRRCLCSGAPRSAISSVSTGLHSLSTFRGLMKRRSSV
# ANO1 block: mouse TMEM16A channel inhibition, primary screen; Q8BHY3; HEK293 TMEM16A/YFP iodide influx fluorescence, ionomycin; normalized B-score (activity score, 25-100; higher = stronger inhibition) at 10 µM; hit rate 1.2% among 310,000; AID 588511;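 active = ratio plate-corrected score three or more library SD toward inhibition, starting fluorescence score within five deviations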;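 note: score derived from kinetic fluorescence span divided by baseline fluorescence per well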
# TRPC4 act: opens the mouse TRPC4 cation channel; Q9QUQ5; HEK293 TRPC4beta/mu-opioid, Fluo4 calcium fluorescence; hits give high values; B-score at 10 µM; hit rate 0.49% among 310,000; AID 2237;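 active = B-score above 5 SD of library B-scores, and initial fluorescence ratio not above library mean plus 5 SD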;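 note: positive B-score marks a calcium rise read as TRPC4 activation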
#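 Material: TRPC4beta and mu-opioid receptor HEK293 stable cells | Incubation: 45 min room-temperature Fluo4 loading, 110 s read | Detection: Kinetic Fluo4 calcium fluorescence | Measure: Integrated baseline-normalised fluorescence ratio, converted to per-well B score | Benchmarks: Low control buffer alone, high control maximal DAMGO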
# TMEM16A act: mouse TMEM16A channel activation, primary screen. Q8BHY3. HEK293 TMEM16A/YFP-H148Q/I152L, iodide quench fluorescence; hits give low values. B-score at 10 µM. hit rate 0.3% among 340,000. AID 623877;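 active = fluorescence-ratio B-score plate-corrected deviation score at least 3 library SD below zero, with starting fluorescence score within 5 deviations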;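 note: channel opened by trigger with iodide after compound preincubation; score built on the fluorescence ratio of max minus min over baseline; more negative score means more quench and so TMEM16A activation or potentiation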
# HDAC3 inhib: blocks human histone deacetylase 3; O15379; recombinant HDAC3, fluorogenic peptide/trypsin coupled, fluorescence; hit rate 0.15% among 320,000; AID 2718; inhibition, % at 8.3 µM; in the data active = inhibition above about 26%, passing the limit was not always enough; inconclusive = no clear call, values can overlap the other calls
# Target sequence (O15379 whole entry, looked up): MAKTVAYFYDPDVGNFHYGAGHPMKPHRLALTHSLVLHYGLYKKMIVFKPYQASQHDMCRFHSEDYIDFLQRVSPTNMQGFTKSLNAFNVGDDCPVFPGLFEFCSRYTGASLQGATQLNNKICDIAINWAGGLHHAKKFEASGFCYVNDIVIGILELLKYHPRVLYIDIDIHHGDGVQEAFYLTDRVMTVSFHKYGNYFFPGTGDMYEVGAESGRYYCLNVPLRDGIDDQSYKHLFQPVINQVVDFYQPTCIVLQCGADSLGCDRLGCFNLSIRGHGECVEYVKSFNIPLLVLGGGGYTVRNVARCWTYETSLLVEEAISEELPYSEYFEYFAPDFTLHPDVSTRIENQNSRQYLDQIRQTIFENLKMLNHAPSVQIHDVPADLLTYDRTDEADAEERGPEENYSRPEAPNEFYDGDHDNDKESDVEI
# KCNQ1 inh: human KCNQ1 channel inhibition; CHO-K1 KCNQ1, FluxOR thallium flux fluorescence; hits give high values; B-score at 10 µM; hit rate 1.3% among 310,000; AID 2642;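 active = compounds whose thallium flux B-score, printed positive for inhibition, exceeds three library SD while starting fluorescence stays within three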;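 note: channel opened by potassium depolarization with thallium stimulus after 20 min compound exposure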
# Starred values were filed as active, the others as inactive; i = inactive; ? = inconclusive; / = not tested or not shown.
SMILES,KCNK9 block,hERG protect,KCNQ1 act,Dyrk1A ADPGlo,TRPC4 PAM,KCNK3 inh,ANO1 block,TRPC4 act,TMEM16A act,HDAC3 inhib,KCNQ1 inh
Cc1c(CC(=O)NCCCC(=O)O)c(=O)oc2cc3oc4c(c3cc12)CCCC4,i,-9,i,/,i,i,i,i,i,3,i
CCOc1ccc(-n2c(=O)c3ccccc3c3ccccc3c2=O)cc1,i,-8,i,-4,i,i,i,i,i,?,i
O=C(NC(=S)Nn1cnc2c(cnn2-c2ccccc2)c1=O)c1ccc(Oc2ccccc2)cc1,i,1,i,0,i,i,i,i,i,2,i
CCOc1ccc(NC(=O)c2ccncc2)cc1,i,-5,i,1,i,i,i,i,i,1,i
COC(=O)CN1C(=O)N/C(=C/c2cc3c(cc2OC)OCO3)C1=O,i,-5,i,-5,i,i,i,i,i,-1,i
C=CCOc1c2ccc(C(=O)NCc3ccccc3OC)cc2nn1C,i,-5,i,3,i,i,i,i,i,-15,i
CCn1c(CN2CCOCC2)nnc1SCC(=O)Nc1ccccc1C,i,-10,i,1,i,i,i,i,i,-2,i
CCCCC(=O)N(CCOC)c1nnc(-c2cccnc2)s1,i,-17,i,4,i,i,i,i,i,2,i
Cc1ccc(NC(=O)c2cccc3c2-c2ccccc2C3=O)cc1C,i,-11,i,4,i,-9.3*,i,i,i,15,i
Cc1cc(NS(=O)(=O)c2ccc(NC(=O)c3cc4ccccc4o3)cc2)nc(C)n1,i,-9,i,27,i,i,i,i,i,-2,i
CCn1cc(SCC(=O)NCc2ccc3c(c2)OCO3)c2ccccc21,i,-13,i,3,i,i,i,i,i,7,i
CCOc1ccc(C(=O)N2CCCN(C(=O)c3ccc(OCC)cc3)CC2)cc1,i,-2,i,-3,i,i,i,i,i,-3,i
COc1ccccc1NC(=O)Cc1nnc(SCC(=O)NC2=NCCS2)n1C,i,-6,i,1,i,i,i,i,i,-6,i
CCOc1ccc(C2NC(=O)c3sc(=S)n(-c4ccccc4)c3N2)cc1 (stereo not drawn),i,-3,i,0,i,i,i,i,i,3,i
CCOC(=O)C1CCN(CC(=O)c2c(C)[nH]c3cc(C)ccc23)CC1,i,-2,i,-2,i,i,i,i,i,4,i
CC(=O)/C(C#N)=C1\NC(=O)C(Cc2ccccc2C)S1 (stereo not drawn),i,3,i,/,i,i,i,i,i,9,i
CC(C)C(=O)Nc1nnc(Cc2ccccc2)s1,i,-12,i,7,i,i,i,i,i,0,i
Cc1c(C(=O)Nc2nnc(C3CC3)s2)oc2c(Cl)cccc12,i,-12,i,11,i,i,i,i,i,-3,i
CN(CC(=O)Nc1ccc(N2CCOCC2)cc1)C(=O)CCNC(=O)c1ccccc1Cl,i,-9,i,-13,i,i,i,i,i,2,i
COC(=O)C(CCSC)NC(=O)c1cc2c(n(-c3ccc(C)cc3)c1=O)CCCC2=O (stereo not drawn),i,-5,i,-3,i,i,i,i,i,3,i
Cc1cc(N/N=C2/CCCc3ccccc32)nc2ccccc12,i,-8,i,-1,i,i,i,i,i,3,i
CN1CCN(C(=O)c2ccc(N(C)S(=O)(=O)c3cccs3)cc2)CC1,i,-3,i,-1,i,i,i,i,i,-6,i
CC1CCCN(CCCNC(=O)c2nn(C)c3c2CSc2ccccc2-3)C1 (stereo not drawn),i,-13,i,0,i,i,i,i,i,-3,i
Cc1ccc(O)c(C(=O)c2coc(=N)c(C(=O)NC(C)C)c2)c1,i,-9,i,-5,i,i,i,i,i,3,i
Cc1ccc(S(=O)(=O)NNC(=S)NCCc2ccccc2)cc1,i,-10,i,-7,i,i,i,i,i,-2,i
COc1cc(Br)c(CN2C(=O)NC3(CCCCCC3)C2=O)cc1OC,i,-5,i,7,i,i,i,i,i,-2,i
O=C(NCCN1C(=O)S/C(=C\c2ccc(OC(F)F)cc2)C1=O)C1=COCCO1,i,-9,i,-1,i,i,i,i,i,/,i
Cc1nc(Cl)cc(N/N=C/c2ccc(O)cc2)n1,i,-8,i,2,i,i,i,i,i,15,i
Cc1ccccc1CSc1nnc(CCCCCNC(=O)OC(C)(C)C)o1,i,-9,i,/,i,i,100*,i,i,12,i
COc1ccc(/C=C/c2nc3ccccc3n2Cc2ccc(OC)c(OC)c2)cc1,-8.1*,-3,i,-1,i,i,i,i,i,4,i
Cc1ccc(CNC(=O)CN(C)S(=O)(=O)c2cccc3nsnc23)cc1,i,-10,i,18,i,i,i,i,i,-5,i
O=C(CSc1nnnn1C1CCCCC1)Nc1ccccc1N1CCOCC1,i,-15,i,/,i,i,i,i,i,2,i
O=C(CC12CC3CC(CC(C3)C1)C2)N1CCCC1,i,-8,i,-2,i,i,i,i,i,2,i
O=C(CCNC(=O)c1ccco1)NCCc1ccc(Cl)cc1,i,-8,i,10,i,i,i,i,i,-8,i
COc1cc(OC)cc(C(=O)N[C@H](C(=O)Nc2nc3ccc(S(C)(=O)=O)cc3s2)C(C)C)c1,i,-5,i,16,i,i,i,i,i,0,i
O=C(NC1CCCCC1)N(Cc1nc2ccccc2c(=O)[nH]1)C1CCCC1,i,-6,i,-1,i,i,i,i,i,4,i
CN1C(=O)/C(=C/c2cn(CC(=O)NCc3ccco3)c3ccccc23)NC1=S,i,-10,i,/,i,/,i,i,/,4,i
COc1ccc(C2=[N+]([O-])C(C)(C)N(O)C2C)cc1 (stereo not drawn),i,0,i,4,i,i,i,i,i,3,i
Cc1csc(NC(=O)COCC(=O)O)c1-c1nc2ccccc2s1,i,-7,i,/,i,i,i,i,i,2,i
CC(C)(C)NC(=O)CSc1nc(O)cc(=O)n1-c1ccccc1F,i,-10,i,-4,i,i,i,i,i,6,i
CCOc1cc(/C=C2\C(=O)N(c3cccc(C(F)(F)F)c3)C(=O)c3ccccc32)ccc1O,i,-5,i,-1,i,i,i,i,i,5,i
O=C(C1CCCC1)N1CCN=C1SCc1cccc([N+](=O)[O-])c1,i,-15,i,-1,i,i,i,i,i,-2,i
COc1ccc(NC(=S)N(Cc2ccc(C(=O)O)cc2)Cc2ccc(OC)c(OC)c2)cc1,i,-21,i,-6,i,i,i,i,i,9,i
O=C(N/N=C/c1cccs1)c1ccccn1,i,-1,i,-1,i,i,i,i,i,9,i
COc1ccc(C)cc1NC(=O)Nc1cccc(C(=O)O)c1,i,-9,i,1,i,i,i,i,i,0,i
CC(=O)N1CCc2c(sc(NC(=O)Cc3ccc(F)cc3)c2C#N)C1,i,-1,i,1,i,i,i,i,i,2,i
Cc1ccn2c(CNCCn3cccn3)c(C(=O)N3CCCCCC3)nc2c1,i,-9,i,-8,i,i,i,i,i,-6,i
CC(=O)n1cc(Nc2ccccc2C(=O)O)c2ccccc21,i,-2,i,3,i,i,i,i,i,-13,i
Cn1c(=O)c([N+](=O)[O-])c(Cl)c2ccccc21,i,-30,i,/,i,i,/,i,i,/,9*
CC(C)(C)NC(=O)C(=O)NNC(=O)c1ccco1,i,0,i,-1,i,i,i,i,i,/,i
O=C(NCc1cccnc1)c1cccc(-c2cc3ccccc3oc2=O)c1,i,-4,i,5,i,i,i,i,i,-10,i
CCOC(=O)C1=C(COC(=O)/C=C/c2ccc(SC)cc2)NC(=O)NC1C (stereo not drawn),i,-9,i,0,i,i,i,i,i,-1,i
COc1ccc(Cc2nnc(SCC(=O)N(C)CC(=O)Nc3ccc(C)cc3)o2)cc1,i,-17,i,-4,i,i,i,i,i,-2,i
CCCCOC(=O)Nc1ccc(OC)cc1S(=O)(=O)N1CCOCC1,i,-2,i,7,i,i,i,i,i,-2,i
CCOC(=O)C1CCN(C(=O)CCN2C(=O)C3C4C=CC(C4)C3C2=O)CC1 (stereo not drawn),i,-1,i,-7,i,i,i,i,i,-4,i
Clc1ccc(C[n+]2cc(-c3ccccc3)n3c2CCCCC3)c(Cl)c1,i,-21,i,-2,i,i,i,53*,i,0,i
COc1ccc(Nc2nc(-c3ccccc3)nc3ccccc23)c(OC)c1,i,-8,i,-3,i,i,i,i,i,0,11*
O=C(COn1nnc2ccc(C(F)(F)F)cc21)Nc1c(Cl)cccc1Cl,i,-9,i,7,i,i,i,i,i,7,i
Cc1ccccc1-n1c(=O)c2ccccc2n2nnnc12,i,-8,i,3,i,i,i,i,i,1,i
CCN1CCN(C(=O)CN(c2cccc(Br)c2)S(=O)(=O)c2ccccc2)CC1,i,-2,i,4,i,i,i,i,i,0,i
# (more compounds)
SMILES,KCNK9 block,hERG protect,KCNQ1 act,Dyrk1A ADPGlo,TRPC4 PAM,KCNK3 inh,ANO1 block,TRPC4 act,TMEM16A act,HDAC3 inhib,KCNQ1 inh
O=C(NCCC1CCCCN1S(=O)(=O)c1ccc(F)cc1)C(=O)NC1CCCC1 (stereo not drawn),i,-5,i,10,i,i,i,i,i,/,i
O=C(NCc1ccc2c(c1)OCO2)c1ccc(S(=O)(=O)NCC2CCCO2)cc1 (stereo not drawn),i,-9,i,-4,i,i,i,i,i,10,i
CCS(=O)(=O)NCCc1ccc(OC)c(OC)c1,i,-1,i,-3,i,i,i,i,i,-3,i
COc1ccccc1N1CC(C(=O)OC(C)C(=O)N2CCCc3ccccc32)CC1=O (stereo not drawn),i,-11,i,1,i,i,i,i,i,11,i
CC1Cc2ccccc2N1S(=O)(=O)c1cnc(Cl)c(Br)c1 (stereo not drawn),i,-8,i,-5,i,i,i,i,i,2,i
Cn1cc(C(=O)NC2CCCCCC2)c(=O)c2cc(S(=O)(=O)N3CCCC3)ccc21,i,-7,i,2,i,i,i,i,i,-9,i
CC1CCN(Cc2c(C(=O)N/N=C/c3ccccc3O)nnn2-c2nonc2N)CC1,i,-4,i,3,i,i,i,i,i,-1,i
CCOC(=O)c1c(NC(=O)COC(=O)CCOc2ccc(OCC)cc2)sc(C(=O)N(C)C)c1C,i,-12,i,6,61*,i,i,i,i,-2,i

# Ordered by number of heavy atoms (ascending): some entries from above
SMILES,KCNK9 block,hERG protect,KCNQ1 act,Dyrk1A ADPGlo,TRPC4 PAM,KCNK3 inh,ANO1 block,TRPC4 act,TMEM16A act,HDAC3 inhib,KCNQ1 inh
CCS(=O)(=O)NCCc1ccc(OC)c(OC)c1,i,-1,i,-3,i,i,i,i,i,-3,i
CC1Cc2ccccc2N1S(=O)(=O)c1cnc(Cl)c(Br)c1 (stereo not drawn),i,-8,i,-5,i,i,i,i,i,2,i
COc1ccccc1N1CC(C(=O)OC(C)C(=O)N2CCCc3ccccc32)CC1=O (stereo not drawn),i,-11,i,1,i,i,i,i,i,11,i

# Only part of the results is shown. The share of hits here may be higher or lower than overall.
